Source: PubChem
KB-3-1 cytotox = qHTS assay for MDR1-selective chemotherapeutics: Primary screen using the parental adenocarcinoma cell KB-3-1 | Potency, µM (titrated, usually from 46.1 µM), inactives show at the top dose activity change, negative = cytotoxic, actives largely listed as cytotoxic | actives 1.4% (n = 400,000) | KB-3-1 viability, CellTiter-Glo ATP luminescence, 72 h; note: potency is the fitted concentration of half-maximal effect; % is set by controls: 0 for no effect and ±100 for the full control effect; nearly all actives have a fitted effect of over 60% in size
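Viability of parental KB-3-1 cells, measured by CellTiter-Glo luminescence, followed a 72 h incubation at 37 °C with pinned compounds in phenol-red-free DMEM containing 10% FBS.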
MCF10A rereplic = A quantitative high throughput screen for small molecules that induce DNA re-replication in MCF 10a normal breast cells; actives 2.9% (n = 350,000); MCF 10A DNA re-replication, Hoechst nuclear intensity, 48 h; Potency, µM (highest dose often 46.1 µM), without a hit: at the highest dose activity, positive = re-replication, hits mostly activators; note: potency is the fitted concentration of half-maximal effect; % of control where 0% means no effect; nearly all actives have a fitted effect of over 50% in size
ATXN2 expr inh = Primary qHTS for Inhibitors of ATXN expression. actives 0.72% (n = 360,000). HEK-293 ATXN2-luciferase reporter, luminescence, 24 h. Potency, µM (titrated, usually from 57 µM), inactives show at the top dose activity change, negative = inhibition, hits mostly inhibitors; note: potency is the fitted concentration of half-maximal effect; % is set by controls: 0 for no effect and ±100 for the full control effect; nearly all actives have a fitted effect of over 55% in size
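ATXN2-luciferase reporter cells (luciferase flanked by upstream and downstream ATXN2 gene portions) were treated 24 h at 37 °C with compounds at up to 57 uM. SteadyGlo luminescence gave expression; GF-AFC fluorescence gave viability.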
IL1B secr inh = qHTS for Inhibitors of Inflammasome Signaling: IL-1-beta AlphaLISA Primary Screen; actives 4.7% (n = 360,000); activity change, % at 57.5 µM; AID 743279, 2014; THP-1 LPS/ATP IL-1B secretion, AlphaLISA, 16 h; active compounds read low; in the data active = activity change below about -50%; inconclusive = mostly about -30% to -49%; note: % is set by controls: 0 for no effect and ±100 for the full control effect
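Secreted IL-1B measured by AlphaLISA bead assay after 16 h compound exposure of THP-1 cells; compounds (final up to 57.5 uM) added 1 h before LPS (250 ng/mL) and ATP (1.25 mM) stimulation; lower signal means less secretion.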
HT1080-NT tox = qHTS for induction of synthetic lethality in tumor cells producing 2HG: qHTS for the HT-1080-NT fibrosarcoma cell line | HT-1080-NT fibrosarcoma viability, CellTiter-Glo ATP luminescence, 48 h | Potency, µM (doses to about 46.1 µM), without a hit: at the top dose activity, negative = less viability, hits mostly cytotoxic | actives 1.6% (n = 360,000);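 note: NT is the 2HG producing partner of a matched IDH1 knockdown line; potency is the fitted concentration of half-maximal effect; 0% = DMSO-treated cells and -100% = media-only wells without cells; nearly all actives have a fitted effect of over 55% in size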
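750 cells/well, RPMI + 5% FBS; 2 h settle, compound pin-transfer, 48 h at 37 degrees C. CellTiter-Glo 10 min RT, luminescence. Normalized to DMSO and media-only wells.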
HT1080 IDH1KD tx = qHTS for induction of synthetic lethality in tumor cells producing 2HG: qHTS for the HT-1080-IDH1KD cell line | HT-1080 IDH1 knockdown viability, ATP luminescence, 48 h | actives 2% (n = 360,000) | Potency, µM (titrated, usually from 46.1 µM), without a hit: at the top dose activity, negative = toxicity, actives largely listed as cytotoxic;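 note: potency is the fitted concentration of half-maximal effect; 0% = DMSO wells and -100% = cell-free medium wells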
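HT-1080-IDH1KD cells (IDH1 knocked down), 750/well in RPMI with 5% FBS, treated with compound 48 h at 37 degrees C. Viability by CellTiter-Glo luminescence, normalised to DMSO and no-cell wells; concentration-response curves classed.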
WRN helicase inh = qHTS for Inhibitors of WRN Helicase; Potency, µM (doses to about 114 µM), inactives show top-dose activity change, negative = inhibition, hits mostly inhibitors; AID 651768, 2012; actives 0.46% (n = 360,000); WRN helicase unwinding, fluorescent forked duplex, kinetic; Bifunctional 3'-5' exonuclease/ATP-dependent helicase WRN (Homo sapiens), Q14191; note: potency is the fitted concentration of half-maximal effect; % is set by controls: 0 for no effect and ±100 for the full control effect; nearly all actives have a fitted effect of over 55% in size
Target sequence (Q14191 whole entry, looked up): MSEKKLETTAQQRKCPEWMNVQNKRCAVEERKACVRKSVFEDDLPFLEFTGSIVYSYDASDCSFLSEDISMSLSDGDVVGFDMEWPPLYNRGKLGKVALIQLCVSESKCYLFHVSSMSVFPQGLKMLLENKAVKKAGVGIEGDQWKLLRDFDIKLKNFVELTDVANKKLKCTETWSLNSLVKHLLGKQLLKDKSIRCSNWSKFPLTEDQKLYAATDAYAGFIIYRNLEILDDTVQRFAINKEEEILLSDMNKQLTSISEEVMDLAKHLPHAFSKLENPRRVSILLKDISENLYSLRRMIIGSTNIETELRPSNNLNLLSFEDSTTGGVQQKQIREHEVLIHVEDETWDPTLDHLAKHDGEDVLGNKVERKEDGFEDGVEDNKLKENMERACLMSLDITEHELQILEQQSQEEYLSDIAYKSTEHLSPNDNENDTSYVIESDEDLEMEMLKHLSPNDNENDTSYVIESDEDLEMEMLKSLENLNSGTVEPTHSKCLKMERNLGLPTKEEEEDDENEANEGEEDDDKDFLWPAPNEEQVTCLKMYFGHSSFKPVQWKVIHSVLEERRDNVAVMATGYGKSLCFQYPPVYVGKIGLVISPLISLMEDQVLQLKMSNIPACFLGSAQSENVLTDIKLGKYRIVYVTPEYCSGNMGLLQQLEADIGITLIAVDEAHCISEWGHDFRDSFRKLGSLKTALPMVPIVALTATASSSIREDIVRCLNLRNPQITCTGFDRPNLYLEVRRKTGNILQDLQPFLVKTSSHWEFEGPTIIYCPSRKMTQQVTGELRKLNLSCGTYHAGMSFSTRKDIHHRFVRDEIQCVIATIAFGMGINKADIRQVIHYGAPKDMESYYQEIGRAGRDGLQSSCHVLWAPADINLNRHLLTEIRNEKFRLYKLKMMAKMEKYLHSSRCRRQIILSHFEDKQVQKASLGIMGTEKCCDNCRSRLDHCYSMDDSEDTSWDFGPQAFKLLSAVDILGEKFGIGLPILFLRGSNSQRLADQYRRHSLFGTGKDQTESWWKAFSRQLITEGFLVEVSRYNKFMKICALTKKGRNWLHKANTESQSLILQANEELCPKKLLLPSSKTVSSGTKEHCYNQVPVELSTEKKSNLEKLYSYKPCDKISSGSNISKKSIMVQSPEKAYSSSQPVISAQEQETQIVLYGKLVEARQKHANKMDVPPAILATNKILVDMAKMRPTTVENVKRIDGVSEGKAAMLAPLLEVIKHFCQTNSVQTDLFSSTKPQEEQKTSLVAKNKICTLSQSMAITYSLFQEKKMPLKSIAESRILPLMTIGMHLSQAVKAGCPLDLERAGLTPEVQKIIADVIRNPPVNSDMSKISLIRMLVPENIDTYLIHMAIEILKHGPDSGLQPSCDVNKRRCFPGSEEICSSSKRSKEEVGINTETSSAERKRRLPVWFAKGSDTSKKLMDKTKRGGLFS
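Enzyme (20 nM final) and test compound sit together 15 min at room temperature before substrate addition. Substrate is a single-forked duplex oligonucleotide (100 nM) labelled with fluorophore and quencher, with 2 mM ATP; helicase unwinding raises red fluorescence, read kinetically.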
SW480 rereplic = A quantitative high throughput screen for small molecules that induce DNA re-replication in SW480 colon adenocarcinoma cells; SW480 DNA re-replication, Hoechst DNA content imaging, 48 h; Potency, µM (top dose mostly 46.1 µM), for inactives: at the highest dose re-replication activation, hits mostly activators; actives 1.8% (n = 340,000); AID 624297, 2012; note: potency is the fitted concentration of half-maximal effect; % of control where 0% means no effect; nearly all actives have a fitted effect of over 55% in size
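Per well, 250 cells were exposed to pinned compound for 48 hr. Nuclear DNA was visualised with Hoechst (40 min, 37 C) and total object intensity recorded by fluorescence scanning.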
KB-V1 cytotox = qHTS assay for MDR1-selective chemotherapeutics: Primary screen using the drug-selected MDR subline cells KB-V1 | KB-V1 MDR cells viability, CellTiter-Glo, 72 h | Potency, µM (top dose mostly 46.1 µM), inactives show top-dose activity change, negative = cytotoxicity, most hits filed as cytotoxic | actives 3.4% (n = 400,000) | AID 1347076, 2019; note: potency is the fitted concentration of half-maximal effect; % is set by controls: 0 for no effect and ±100 for the full control effect; nearly all actives have a fitted effect of over 60% in size
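Drug-selected KB-V1 cells, grown in DMEM lacking phenol red with 10% FBS, receive compound titrations; after three days at 37 degrees C, surviving cell ATP is quantified by CellTiter-Glo luminescence and responses normalized and curve-fitted.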
Starred values were filed as active, the others as inactive; ? = inconclusive; · = no result given; [ ] = remark or other dose. Unless noted, calls come from the whole dose curve; as a rule, active = well fitted curve in the direction sought with a large enough effect; inconclusive = small, poorly fitted or top-dose-only effect, or another doubt; inactive = no such curve, though single readings can be large; an effect the other way counts as inactive or inconclusive. An unsorted share of the library (roughly 12% active in at least one column).

SMILES	KB-3-1 cytotox	MCF10A rereplic	ATXN2 expr inh	IL1B secr inh	HT1080-NT tox	HT1080 IDH1KD tx	WRN helicase inh	SW480 rereplic	KB-V1 cytotox
C/C(=N\N1CCN(c2ccc(Cl)cc2)CC1)c1cccs1	21%	-2%	-8%	25	23%	14%	-1%	0%	25%
CCOC(=O)C1(Cc2cccc(Cl)c2)CCCN(C(=O)CCOC)C1 (stereo not given)	-16%	?	2%	74	7%	2%	1%	-9%	-19%
CCOC(=O)[C@@H]1[C@H]2COc3ccc(Br)cc3[C@@H]2N2C(=O)N(c3ccc(F)cc3)C(=O)[C@]12C	14%	21%	-1%	0	-1%	3%	1%	-13%[9.22 µM]	12%
S=C1NCCOCCOCCOCCNC(=S)NCCOCCOCCOCCN1	1%	0%	6%	11	24%	20%	-1%	-7%	-4%
Cc1ccccc1-n1c(C)nnc1SCc1nc2ccccc2s1	6%	8%	78%[activator]	10	-5%	-16%	-4%	11%	?
CCN(C(=O)CSc1ncn[nH]1)C1CCCCC1	-27%	4%	3%	17	-1%	-2%	6%	-5%	-7%
O=C(Cc1ccc(Cl)cc1)Nc1ccc(-c2cc3ccccc3oc2=O)c(Cl)c1	1.3µM*	2.3µM*	-23%	23	6.5µM*	6.5µM*	-26%	7.3µM*	2.3µM*
O=C(NN=C1CCCCCC1)c1ccc2c(c1)OCO2	-7%	-12%	52%[activator]	3	-13%	-24%	6%	-6%	0%
CCOc1ccccc1NC(=O)CN1C(=O)COc2ccc(Cl)cc21	-15%	-1%	-27%	-25	3%	-12%	-7%	-3%	-24%
CCOc1cc(/C=N/NC(=O)C(O)(c2ccccc2)c2ccccc2)ccc1OC(=O)c1ccco1	19%	-1%	-20%	-15	10%	2%	-14%	6%	-2%
Cc1c(OCC(=O)N(C)C)ccc2c3c(c(=O)oc12)CCCCC3	-3%	12%	·	-2	1%	1%	5%	-78%[inhibitor]	0%
COc1ccc(-c2ccnc3nc(N4CCN(c5ccccc5)CC4)nn23)cc1	?	?	-8%	-10	1%	-12%	-5%	-7%	21µM*
COc1ccc(NC(=O)c2cnc(SC)nc2)cc1	16µM*	?	·	9	?	?	5%	?	?
Cc1cccc(N(C(=O)CNC(=O)c2ccco2)C(C(=O)NC2CCCC2)c2cccnc2)c1 (stereo not given)	-3%	1%	1%	13	12%	9%	2%[57.1 µM]	1%	15%
Cc1ccc(C(=O)c2c3ccc(C(F)(F)F)cc3[n+]([O-])n2CCCN)cc1	-12%	-6%	9%	-53*	2%	1%	-4%	17%	-12%
CN(CC(=O)Nc1ccccc1Br)C(=O)COc1ccc2ccccc2c1	-5%	-2%	·	-2	-17%	0%	0%	4%	1%
O=C(c1ccc([N+](=O)[O-])c(CS(=O)(=O)c2ccc(Cl)cc2)c1)N1CCCCC1	1%	21%	-9%	4	4%	4%	-2%	-99%[inhibitor]	-7%
Cc1nc(C)n(CC(=O)c2ccc(Cl)cc2Cl)n1	7%	8%	9%	-8	3%	11%	-17%	-11%	17%
CCOC(=O)C1CCN(C(=O)CNC(=O)OC(C)(C)C)CC1	8%	-5%	2%	0	10%	18%	16%	3%	10%
CS(=O)(=O)Nc1ccc(C(=O)N2CCN(c3ccccc3F)CC2)cc1	5%	0%	5%	-6	4%	0%	7%	-4%	4%
O=C(CSc1nnc2ccccn12)NCCc1ccc(F)cc1	12%	2%	10%	-2	9%	7%	-11%	-4%	-7%
CCOc1cccc(OCCOCCNC(C)(C)C)c1	-7%	10%	8%	0	14%	6%	-15%	-5%	?
CCN(CC)S(=O)(=O)c1cccc(-c2nnc(C(=O)c3ccc(C(F)(F)F)cc3)o2)c1	-20%	2%	6%	4	5%	10%[9.24 µM]	-16%[57.1 µM]	29%	?
O=C(O)c1cc(NC(=S)NC(=O)C(c2ccccc2)c2ccccc2)ccc1Cl	4%	-5%	27%	14	-13%	1%	-6%	-15%	0%
O=S(=O)(NCC1CN(S(=O)(=O)c2c(F)cccc2F)C1)c1ccc2c(c1)OCCO2	-18%	-10%	-20%	·	·	·	·	8%	-12%
COc1ccc(COC(=O)N/N=C/c2cccs2)cc1	-9%	10%	13%	?	-8%	9%	2%	-34%[inhibitor]	3%
Cc1c(NC(=O)c2cccc(NC(=O)COc3ccccc3C#N)c2)c(=O)n(-c2ccccc2)n1C	0%	1%	?	-6	-5%	2%	-12%	23%	12%
O=C(Cn1cnc2ccccc2c1=O)NCc1cccs1	2%	-1%	11%	22	-7%	-1%	-4%	-2%	-4%
COc1ccc(NC2c3ccccc3C(=O)N2Cc2ccc3c(c2)OCO3)cc1 (stereo not given)	1%	-1%	-10%	-17	-15%	-16%	-7%	2%	-1%
CCc1ccc2nc(NC(=O)Cn3cnc4ccccc4c3=O)sc2c1	7%	-3%	40%[activator]	0	10%	5%	-3%	0%	14%

Continued, starting with the last four of the part before.
SMILES	KB-3-1 cytotox	MCF10A rereplic	ATXN2 expr inh	IL1B secr inh	HT1080-NT tox	HT1080 IDH1KD tx	WRN helicase inh	SW480 rereplic	KB-V1 cytotox
Cc1c(NC(=O)c2cccc(NC(=O)COc3ccccc3C#N)c2)c(=O)n(-c2ccccc2)n1C	0%	1%	?	-6	-5%	2%	-12%	23%	12%
O=C(Cn1cnc2ccccc2c1=O)NCc1cccs1	2%	-1%	11%	22	-7%	-1%	-4%	-2%	-4%
COc1ccc(NC2c3ccccc3C(=O)N2Cc2ccc3c(c2)OCO3)cc1 (stereo not given)	1%	-1%	-10%	-17	-15%	-16%	-7%	2%	-1%
CCc1ccc2nc(NC(=O)Cn3cnc4ccccc4c3=O)sc2c1	7%	-3%	40%[activator]	0	10%	5%	-3%	0%	14%
CCN(CC)CCCn1c2c(c(SCC(=O)Nc3cccc4ccccc34)nc1=O)CCC2	-4%	-7%	7%	-3	-19%	-8%	11%	8%	13%
CC(C)OCC(O)CN1CCN(CCN2C(=O)c3cccc4cccc(c34)C2=O)CC1 (stereo not given)	5%	?	·	-22	-2%	0%	19%	?	-1%
Cc1c(C(=O)c2no[n+]([O-])c2C(=O)c2cnn(C)c2C)cnn1C	?	11µM*	?	12	?	?	?	?	-29%
Cc1ccc(-n2nc(C)c(=O)c(-c3ccccc3)c2NC(=O)C(C)C)cc1	14%	-1%	1%	16	19%	16%	7%	-6%	-16%
COc1ccccc1OCCCn1c(=O)oc2ccccc21	6%	2%	5%	-13	7%	2%	-17%	-6%	8%
CCN(C(=O)CN1CCN(c2ccc(OC)cc2)CC1)c1c(N)n(Cc2ccccc2)c(=O)[nH]c1=O	11%	-4%	7%	5	8%	9%	2%	3%	3%
COc1ccc(NCCC(O)c2ccc(Cl)cc2)cc1 (stereo not given)	0%	-6%	1%	-16	1%	10%	8%	0%	-5%
CCOC(=O)c1sc2nc(C)nc(NCc3ccccc3OC)c2c1C	-23%	14%	?	-30	2%	1%	3%	17%	-19%
CC(C)NS(=O)(=O)c1ccc(OCC(N)=O)c(Cl)c1	10%	-15%	5%	-2	11%	12%	0%	-4%	27%
Cc1cc(C(=O)OCC(=O)N(C)c2c(N)n(Cc3ccccc3)c(=O)[nH]c2=O)c(C)n1-c1ccccc1	-13%	0%	9%	-55*	-7%	-5%	8%	-1%	0%
Cc1cc(C)n(CCCNC(=O)CCNS(=O)(=O)c2ccccc2C(F)(F)F)n1	-1%	4%	5%	10	3%	8%	-5%	0%	-13%
S=C(Nc1ccc(Oc2ccccc2)cc1)NC1CCCC1	-29%	?	13%	-11	-3%	1%	-5%	0%	?
CN(C)C(=O)CSc1nc2ccc(N3C(=O)c4ccccc4C3=O)cc2s1	-1%	-2%	·	10	23%	14%	6%	-13%	2%
COc1cc(-c2nnc(CSc3nnc(Nc4ccc(Oc5ccccc5)cc4)s3)o2)cc(OC)c1OC	?	12%	40%[activator]	-7	-7%	-14%	?	9%	-6%
CN(C)Cc1c(C(=O)N/N=C/C2CC=CCC2)nnn1-c1nonc1N (stereo not given)	-3%	?	2%	2	13%	4%	0%	-31%[inhibitor]	12%
COn1c(C)c(C(C)=O)c2c3no[n+]([O-])c3ccc21	0%	-3%	-3%	-10	6%	3%	1%	-3%	-4%
COc1ccc(-c2nnc(SCC(=O)Nc3sc4c(c3C#N)CCC4)n2CC2CCCO2)cc1 (stereo not given)	-12%	2%	-4%	-10	-10%	1%	-15%	0%	-15%
CCCCC#Cc1cncc(C(=O)N/N=C/c2ccccc2)c1	8%	0%	-5%	-13	-2%	-11%	-6%	-7%	-2%
CC(c1ccncc1)C(C)c1ccncc1 (stereo not given)	2%	11%	-7%	7	-5%	-1%	5%	-12%	6%
COc1ccc(CC(=O)N(C)Cc2cccc(F)c2)cc1S(=O)(=O)N1CCOCC1	22%	3%	4%	8	0%	-3%	-7%	-3%	12%
CC(NC(=O)COC(=O)c1ccccc1Nc1ccccc1)c1ccccc1 (stereo not given)	8%	11%	-15%	1	1%	-4%	-31%[57.1 µM]	6%	?
COc1ccc(Br)cc1CNC(=O)CCN1C(=O)COc2ccccc21	2%	3%	-2%	-6	8%	0%	-10%	-4%	?
CS(=O)(=O)N(CC(=O)NC1CCCC1)Cc1ccc(Cl)cc1	-6%	2%	1%	5	8%	-1%	-9%	-4%	15µM*
